CHT inh: inhibits the human high affinity choline transporter. Q9GZV3. AID 488975. B-score at 10 µM. CHT-expressing cells, membrane potential dye, choline response; stronger effect = lower value. actives 0.86% (n = 310,000);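 active means B-score over 3 SD under the library average, and starting fluorescence ratio not unusually high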;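 further: choline stimulus applied at its EC90 after an EC20 pre-addition; B-score computed on integrated fluorescence ratio after choline addition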
Target sequence (Q9GZV3 whole entry, looked up): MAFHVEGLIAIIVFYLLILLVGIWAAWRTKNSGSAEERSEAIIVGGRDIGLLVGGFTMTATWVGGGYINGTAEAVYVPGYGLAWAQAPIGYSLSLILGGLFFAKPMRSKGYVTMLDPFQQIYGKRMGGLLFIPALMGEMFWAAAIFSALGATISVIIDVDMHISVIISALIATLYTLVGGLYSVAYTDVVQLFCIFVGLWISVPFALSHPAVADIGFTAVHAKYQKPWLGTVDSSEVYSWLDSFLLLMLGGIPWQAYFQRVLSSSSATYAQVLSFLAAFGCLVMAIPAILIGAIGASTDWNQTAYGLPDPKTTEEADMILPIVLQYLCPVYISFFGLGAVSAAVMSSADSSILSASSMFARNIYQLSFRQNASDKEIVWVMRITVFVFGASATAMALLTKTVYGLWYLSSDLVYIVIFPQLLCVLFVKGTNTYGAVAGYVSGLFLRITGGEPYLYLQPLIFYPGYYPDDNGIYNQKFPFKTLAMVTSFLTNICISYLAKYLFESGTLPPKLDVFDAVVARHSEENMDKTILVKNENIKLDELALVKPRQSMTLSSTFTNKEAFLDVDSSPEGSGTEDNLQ
CHT allo act: allosteric activators of human choline transporter CHT | actives 0.49% (n = 310,000) | Q9GZV3 | CHT-expressing cells, membrane potential dye, choline EC20; stronger effect = higher value; LV-AA mutant CHT in HEK293 cells | B-score at 10 µM | AID 488977;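 active means initial fluorescence not abnormally high and integrated response B-score, plate-corrected, over 3 SD above library mean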
* = called active by the depositor; i = inactive.

structure,CHT inh,CHT allo act
Cc1ccc(C(=O)N/N=C/c2ccoc2)cc1C,i,i
COc1ccc(-n2nc(C(=O)NCC(=O)NCCCN3CCOCC3)c3ccccc3c2=O)c(OC)c1,i,i
CC(C)(C)c1ccc(S(=O)(=O)N2CCC(O)(c3ccc(Cl)cc3)CC2)cc1,i,i
Cc1ccc(-n2cnc3scc(-c4cccs4)c3c2=O)cc1,i,i
CC(C)C(c1nnnn1C1CCCC1)N1CCOCC1 (stereo not given),i,i
O=C(N/N=C/c1ccc([N+](=O)[O-])cc1)c1cc(C2CC2)[nH]n1,i,i
O=C(NCC(c1ccco1)N1CCCCC1)c1ccc2c(c1)S(=O)(=O)c1ccccc1C2=O (stereo not given),i,i
Cn1nccc1NC(=O)Nc1ccc(OC(F)(F)F)cc1,i,i
COc1ccc(OC)c(C2C(C#N)=C(N)N(N(C)C)C3=C2C(=O)CC(C)(C)C3)c1 (stereo not given),i,i
CN(C)CC/C=C1\c2ccccc2Sc2ccc(Cl)cc21,i,i
CC1=CC(=O)N(c2cccc(C(F)(F)F)c2)C1c1ccc(Cl)cc1 (stereo not given),i,i
Cc1nnsc1C(=O)Nc1ccccc1,i,i
COc1ccc(/C=N/NC(=O)c2ccccc2O)cc1Cn1nnc2ccccc21,i,i
CCCc1cc(C(=O)NNC(=S)NC2CCCCC2)cs1,i,i
Cc1occc1C(=O)N1CCCc2ccccc21,i,i
Cc1cc(C)cc(N2C(=O)CC(N(C(=O)c3ccco3)c3cc(C)cc(C)c3)C2=O)c1 (stereo not given),i,i
C=CCOc1ccccc1CNc1ccc2[nH]c(=O)[nH]c2c1,i,i
Cc1c(C(=O)C(=O)NCC2CCCO2)c2ccccc2n1C (stereo not given),i,i
CC(NC(=O)c1ccc(F)cc1)c1ccc2c(c1)CCCC2 (stereo not given),-6.2*,i
C(=N\NC1=NCCN1)/c1ccncc1,i,6.4*
COc1ccc(S(=O)(=O)n2cccc2)c(OC)c1,i,i
CN(C)CCCNCCCNC(=O)c1ccccn1,i,i
COc1ccccc1NC(=O)c1ccc(CSc2ccccc2)o1,i,i
O=C(Nc1ccc(Oc2ccccc2)cc1)C1CC1,i,i
O=S(=O)(Nc1cccc(-c2nc3cccnc3s2)c1)c1ccc2c(c1)OCCO2,i,i
CCN(Cc1ccncc1)C(=S)Nc1ccccc1,i,i
O=C(C1CCN(S(=O)(=O)c2ccc(Br)s2)CC1)N1CCN(c2ccccc2)CC1,-8.2*,i
O=c1oc(/C=C/c2ccccc2)nc2sc3c(c12)CCC3,i,i
O=C(Nc1ccc(N2C(=O)C3CCCCC3C2=O)cc1Cl)c1cccs1 (stereo not given),i,i
COC(=O)c1ccc(NC(C)C(=O)OC)c([N+](=O)[O-])c1 (stereo not given),i,i
COc1cccc(CNC(=O)CCC2CCCN(C3CCOCC3)C2)c1 (stereo not given),i,i
COc1ccc(NC(=O)NCc2cccnc2)c(OC)c1,i,i
Cc1nnsc1Sc1ccccc1,i,i
CCOc1ccc(N2C(=O)/C(=C\c3ccc(O)c(OC)c3)S(=O)(=O)C2c2cccc([N+](=O)[O-])c2)cc1 (stereo not given),i,i
O=C(CN1C(=O)c2ccccc2C1=O)Nc1ccc(-c2nc3ccccc3o2)cc1,i,i
COc1ccc(/C=C/C(=O)Nc2ccccc2)cc1S(=O)(=O)N1CCOCC1,i,i
CC(=O)N1c2ccc(S(=O)(=O)N3CCCC3C(=O)NCc3ccc(Cl)cc3)cc2CC1C (stereo not given),i,i
CCn1nnc(-c2ccccc2NC(=O)c2cc(OC)cc(OC)c2)n1,i,i
O=C(NCCCN1CCCC1=O)c1nnc(Cc2c(F)cccc2Cl)o1,i,i
CCCCc1ccc(-c2nc(-c3ccncc3)no2)cc1,i,i
CC(C)NC(=O)CCS(=O)(=O)c1cccc2nonc12,i,i
CC(C)(C)C(=O)Cn1c(=O)n(-c2ccc(F)cc2F)c(=O)c2sccc21,i,i
O=C(NC1=NCCS1)C1CCCCC1,i,i
Cc1ccccc1NC(=O)CSc1nc2n(n1)CCCCC2,i,i
O=C(CCC(=O)c1ccc(F)cc1)NC1CCCN(Cc2ccccc2F)C1 (stereo not given),i,i

Compound profiles, from the list above. Screens in order: CHT inh	CHT allo act
CC(C)NC(=O)CCS(=O)(=O)c1cccc2nonc12 in the list: i	i
Cc1nnsc1Sc1ccccc1 in the list: i	i
COc1ccc(/C=C/C(=O)Nc2ccccc2)cc1S(=O)(=O)N1CCOCC1 in the list: i	i

The list goes on:
structure,CHT inh,CHT allo act
COc1cc(C)c(Br)cc1S(=O)(=O)N1CCCC1,-5.1*,i
CCN(CC)c1ccc(/C=N/Nc2nc3ccccc3[nH]2)c(O)c1,i,i
COc1ccc(N2C(=O)CC(NCc3ccc(F)cc3)C2=O)cc1 (stereo not given),i,i
O=C(Nc1ccc(F)cc1)Nn1cnnc1,i,i
O=C(c1cccc(-n2cccc2)c1)N1CCN(S(=O)(=O)c2ccccc2)CC1,i,i
CN(CC1COc2ccccc2O1)C(=S)Nc1ccccc1F (stereo not given),i,i
COc1cccc(CN2CCN(C(=O)c3cccc4ccccc34)CC2)c1,i,i
COc1cc2c(cc1OC)C1=CC(=O)C(=O)N1C(C)(C)C2,i,i
O=C(/C=C/c1ccccc1)OCc1cncs1,i,i
O=C1C=C(NCc2ccccc2)CCC1,i,i
O=[N+]([O-])c1ccccc1/C=C/C=N/n1c(-c2cc(-c3ccccc3)n[nH]2)n[nH]c1=S,i,i
COCCCNC(=O)CSc1nc2ccccc2c(=O)n1CCc1ccc(S(N)(=O)=O)cc1,i,i
CCCn1nnc(NC(=O)c2ccccc2Cl)n1,i,i
Cc1ccc(S(=O)(=O)Nc2ccc(C(=O)N3CCOCC3)cc2)cc1,i,i
CC1(C)C2CCC1(C)C(NC(=O)/C=C/c1ccccc1)C2 (stereo not given),i,i
CC1(C)CC(=O)C(C=NCCO)=C(O)C1,i,i
Cc1ccc(-n2cc(-c3ccccc3)c3c(N4CCN(C)CC4)ncnc32)cc1,i,i
O=S1(=O)N=C(Nc2ccc(N3CCOCC3)cc2)c2ccccc21,i,i
CC(=O)Nc1cccc(NC(=O)c2cc(-c3ccccn3)nc3ccc(Cl)cc23)c1,i,i
O=S(=O)(c1cc(Cl)ccc1Cl)n1cccn1,i,i
CCN(CC)S(=O)(=O)c1ccc(-c2nnc(SCC(=O)Nc3cc(OC)cc(OC)c3)o2)cc1,i,i
O=C(NCCc1ccccc1Cl)c1ccc2nc3ccccc3c(=O)n2c1,i,i
Cc1ccc2c(c1)N(C(=O)CCC(=O)N1CCN(c3ccccn3)CC1)CCO2,i,i
CC1Cc2cc(S(=O)(=O)CCC(=O)N3CCN(c4ccccc4)CC3)ccc2N1C(=O)C1CC1 (stereo not given),i,i
CCc1nccn1CCC(=O)NC1CC(C)(C)Cc2c1cnn2-c1ccc(OC)cc1 (stereo not given),i,i
Cc1ccc(OCC(=O)NNC(=O)[C@@H]2CCCC[C@@H]2C(=O)O)c(Br)c1,i,i
CCc1ccc(C(=O)OCC(=O)N(CCOC)c2c(N)n(Cc3ccccc3)c(=O)[nH]c2=O)cc1,i,i
O=C(CCN1CCc2ccccc2C1)Nc1ccccc1,i,i
C#CCNC(=O)C1=C[C@@H](c2ccc(Br)cc2)[C@H](CCCO)[C@@H](OCC)O1,i,i
CC(O)c1nc2ccccc2n1CC(=O)Nc1ccc(F)cc1Cl (stereo not given),i,i
Nc1nnc(SCC(=O)OCC(=O)NC2CCCCC2)s1,i,i
O=C1[C@H]2[C@@H](c3ccc(Cl)cc3)N3C(=O)N(c4cccc(F)c4)C(=O)[C@@]3(Cc3ccccc3)[C@H]2C(=O)N1C1CCCCC1,i,i
N/C(Cc1ccc(Cl)cc1Cl)=N\OC(=O)c1ccccc1,i,i
COCCn1c(SCC(=O)NCc2cccs2)nnc1-c1ccc(OC)cc1,i,i
CN(C)C(=O)c1ccc(NC(=O)COC(=O)C2CCN(S(=O)(=O)c3ccc4c(c3)OCCO4)CC2)cc1,i,i
O=C(c1cc(C2CC2)nc2ccccc12)N1N=C(C(F)F)CC1(O)C(F)F (stereo not given),i,i
O=C(/C=C/c1ccc2ccccc2n1)c1cc(Br)ccc1O,i,i
CCOC(=O)c1cnc2ccc(C(=O)OC)cc2c1NCCCN1CCOCC1,i,i
CCOC(=O)C1=C(O)CSC1=Nc1ccc(C)cc1,i,i
COc1ccc(CCn2c(NN)nc3c2c(=O)[nH]c(=O)n3C)cc1,i,i
CSCCC(NS(=O)(=O)c1ccc2c(c1)oc(=O)n2C)C(=O)NCc1cccs1 (stereo not given),i,i
Cc1nc(-c2ccc(S(=O)(=O)N3CCN(c4ccccc4)CC3)cc2)co1,i,i
CC(C)CC(=O)NC(=S)Nc1nc(-c2ccc(Cl)cc2)cs1,i,i
O=C(CCC1CCCCC1)Nc1ccccc1C(=O)N1CCOCC1,i,i
COc1ccc(NC(=O)c2cc3ccccc3[nH]2)cc1,i,i

Rewritten field by field: four of the compounds above
structure: CCOC(=O)C1=C(O)CSC1=Nc1ccc(C)cc1
  CHT inh = i | CHT allo act = i

structure: COc1ccc(CCn2c(NN)nc3c2c(=O)[nH]c(=O)n3C)cc1
  CHT inh = i | CHT allo act = i

structure: CSCCC(NS(=O)(=O)c1ccc2c(c1)oc(=O)n2C)C(=O)NCc1cccs1 (stereo not given)
  CHT inh = i | CHT allo act = i

structure: Cc1nc(-c2ccc(S(=O)(=O)N3CCN(c4ccccc4)CC3)cc2)co1
  CHT inh = i | CHT allo act = i

More results:
structure,CHT inh,CHT allo act
CC(/C=C/c1ccccc1)=N/NC(=O)c1cccc(Br)c1,i,i
CCC(Cc1ccccc1)NC(=O)CSc1ccsc1[N+](=O)[O-] (stereo not given),i,i
Cc1nc2c(C(=O)NCCC(C)C)c[nH]n2c(=O)c1Cc1ccccc1F,i,i
NNC(=O)c1ccc(Cn2cc(Br)cn2)cc1,i,i
COC(=O)CCCC(=O)N1CCCC(CNS(=O)(=O)c2ccc(OC)cc2)C1 (stereo not given),i,i
CCn1c(=O)c(=O)n(CC)c2cc(S(=O)(=O)Nc3ccc(C)cc3)ccc21,i,i
COc1cc(/C=N/NC(=O)CC#N)cc(Br)c1O,i,i
Cc1cc(N/N=C/c2ccccc2O)nc(N2CCOCC2)n1,i,i
Cc1cc(C)c(CN2CCC(N3CCC(C(=O)NCC4CCCO4)CC3)CC2)cc1C (stereo not given),i,i
CC(NC(=O)c1ccc(Cl)cc1)c1nnc(SCc2ccc([N+](=O)[O-])cc2)n1C (stereo not given),i,i
Cc1ccc(S(=O)(=O)N2CCCCC2)cc1NC(=O)c1ccccn1,i,i
Nc1nnc(SCC(=O)N2CCc3ccccc32)n1-c1ccccc1,i,i
CCc1nnc(NC(=O)C2CCC(CNc3c(N4CCC(C)CC4)c(=O)c3=O)CC2)s1 (stereo not given),i,i
CCCCNc1c(-c2ccc(OC)c(Sc3ccc(OC)cc3)c2)nc2ccccn12,i,i
O=C(CCN1C(=O)/C(=C\c2ccc(F)cc2)SC1=S)Nc1ccccc1,i,i
O=C(O)CSc1ncccn1,i,i
Cc1ccc(-c2nnn(CC(=O)N(CCN3CCOCC3)C(C(=O)NC3CCCC3)c3ccncc3)n2)o1 (stereo not given),i,i
CC1(c2nnc(Cc3ccccc3)o2)CC(c2ccccc2Br)=NO1 (stereo not given),i,i
Nc1cc(=O)[nH]c(SCC(=O)N2N=C(c3ccc(Cl)cc3)CC2c2ccco2)n1 (stereo not given),i,i
CCCCC(=O)NC(=S)Nc1ccc(S(=O)(=O)N2CCCC2)cc1,i,i
COC(=O)c1cc(S(=O)(=O)N2CCCC2=O)c(Cl)cc1Cl,i,i
O=C(CCC1CCCC1)Nc1ccc(Br)cn1,i,i
O=C(O)c1[nH]c2ccc(Br)cc2c1CCN1C(=O)c2cccc([N+](=O)[O-])c2C1=O,i,i
CCN1CCN(C(=O)CNC(=O)c2nn(-c3ccc(OC)cc3)c(=O)c3ccccc23)CC1,i,i
CCOC(=O)c1sc2nc(C)nc(NCc3ccc(Cl)cc3)c2c1C,i,i
Cc1cc(S(=O)(=O)N2CCCC2)ccc1OCC(=O)N1CCOCC1,i,i
O=C(c1cc(-c2ccccc2)nc2ccccc12)N1CCN(c2ccccc2O)CC1,i,i
C=CCNC(=O)c1ccc(C)cc1Cl,i,i
CNC(=O)C1C(=S)NC(N)=C(C#N)C1c1ccccc1 (stereo not given),i,i
CC1CCN(S(=O)(=O)c2ccccc2)CC1,i,i
O=C(CCCN=C1NS(=O)(=O)c2ccccc21)OCC(=O)c1ccc(F)c(F)c1,i,i
CCOC(=O)c1nnn(-c2nonc2N)c1-c1ccc(C)cc1,i,i
O=C(COc1ccc(Cl)cc1)NCc1nnc(SCC(=O)NCc2ccc3c(c2)OCO3)o1,i,i
Cc1ccccc1SCC(=O)OCC(=O)N(C)c1c(N)n(Cc2ccccc2)c(=O)[nH]c1=O,i,i
N#Cc1cccc(C#N)c1Oc1ccc(N)cc1,i,i
CCOc1ccc(S(=O)(=O)N2CCC(C(=O)NCCN3CCOCC3)CC2)cc1C,i,i
FC(F)(F)c1ccc(Oc2ccc3cc(Br)ccc3c2)nc1,i,i
CCOC(=O)C1CCN(C(=O)c2cc(S(=O)(=O)N(C)C)ccc2N2CCCC2)CC1,i,i
